GSK3beta inhib = inhibitors of human GSK3beta kinase. P49841. actives 0.038% (n = 300,000). GST-GSK3beta kinase, ADP-Glo luminescence, 60 min; active compounds read low. activity score (negative = inhibition), % at 10 µM. AID 2097;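 active means more than half of replicate wells score below -50%, meaning over 50% inhibition versus plate controls; inconclusive means some replicates but at most half score below -50%; inactive means no replicate scores below -50%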;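 further: 0% = median DMSO wells and -100% = median GW8510 positive control wells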
Target sequence (P49841 whole entry, looked up): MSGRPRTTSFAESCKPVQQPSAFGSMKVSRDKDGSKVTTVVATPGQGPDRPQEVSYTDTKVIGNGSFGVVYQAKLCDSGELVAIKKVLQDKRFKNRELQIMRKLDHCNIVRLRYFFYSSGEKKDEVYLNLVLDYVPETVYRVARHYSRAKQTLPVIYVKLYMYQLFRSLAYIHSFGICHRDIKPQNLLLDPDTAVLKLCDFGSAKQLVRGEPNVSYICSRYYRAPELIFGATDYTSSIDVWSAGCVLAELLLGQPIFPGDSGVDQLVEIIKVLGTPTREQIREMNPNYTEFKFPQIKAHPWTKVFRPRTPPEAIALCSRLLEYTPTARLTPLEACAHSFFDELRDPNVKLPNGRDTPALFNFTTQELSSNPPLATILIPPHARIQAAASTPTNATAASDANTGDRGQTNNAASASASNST
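Test system: GST-fused GSK3beta enzyme, cell-free | Quantity: 1.6 ng GST-GSK3beta enzyme per well | Reagent: 25 µM ATP with peptide substrate | Schedule: 60 min enzyme reaction, room temperature | Signal: Luminescent ADP-Glo measurement of ADP formed | Read-out basis: Score relative to plate controls | Control set: DMSO and 20 µM GW8510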
HSF-1 act = increases HSF-1 driven luciferase reporter signal. NIH3T3-HGL HSF-1 luciferase reporter, MG132, 8 h; 100% = twice DMSO control signal. activation, % at 9 µM. actives 1.7% (n = 300,000). AID 504408;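 active means mean replicate activation of at least 50% with a set share of replicates each reaching 50%; inconclusive means only one of those two conditions met; inactive means mean below 50% and too few replicates reaching it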;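 further: 0% = median of the neutral control wells and 100% = twice that signal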
HSF1 inhib = HSF1 inhibition; activity change, negative = inhibition, % at 7.5 µM (by protocol); actives 0.77% (n = 300,000); AID 2098; NIH3T3-HGL HSE-luciferase, MG132-induced, luminescence 8 h; active compounds read low;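 active means more than half of replicate wells show activity change below -50%, luminescence cut by over half; inconclusive means some wells, but at most half, below -50%; inactive means no replicate well below -50%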;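 further: luciferase reports HSF-1 transcriptional activity via heat shock element; 0% = median of DMSO wells and -100% = zero luminescence signal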
aSyn 5UTR inh = 5' untranslated region of α-synuclein, MLPCN primary screen; actives 0.82% (n = 300,000); alpha-synuclein 5'UTR reporter, inhibitor activity; inhibition, % (tested at 7.5 µM); in the data active means inhibition above about 60%; inconclusive means no clear call, values can overlap the other calls;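 further: H4 neuroglioblastoma cells stably carrying SNCA 5'UTR luciferase fusion; 0% = DMSO wells and 100% = positive control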
KLF5 inh = kruppel-like factor 5 inhibition; DLD-1 KLF5 promoter-luciferase reporter, luminescence; inhibition, % at 5 µM; actives 0.23% (n = 290,000);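 active means inhibition above a per-plate limit of that plate's mean compound inhibition plus 3 SD, cut at about 60% in these data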;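 further: 0% = DMSO wells and 100% = LY294002 at 200 µM; higher means less KLF5 promoter-driven luciferase light; inactives centre near -14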
GSK3 alpha inh = blocks human GSK-3 alpha kinase; inhibition, % at 10 µM; actives 0.1% (n = 320,000); ADP-Glo luminescence, 60 min; P49840;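 in the data active means inhibition above about 50%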;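 further: GST-tagged GSK-3 alpha with peptide substrate and 25 µM ATP; 0% = DMSO neutral wells and 100% = GW8510 positive control wells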
Target sequence (P49840 whole entry, looked up): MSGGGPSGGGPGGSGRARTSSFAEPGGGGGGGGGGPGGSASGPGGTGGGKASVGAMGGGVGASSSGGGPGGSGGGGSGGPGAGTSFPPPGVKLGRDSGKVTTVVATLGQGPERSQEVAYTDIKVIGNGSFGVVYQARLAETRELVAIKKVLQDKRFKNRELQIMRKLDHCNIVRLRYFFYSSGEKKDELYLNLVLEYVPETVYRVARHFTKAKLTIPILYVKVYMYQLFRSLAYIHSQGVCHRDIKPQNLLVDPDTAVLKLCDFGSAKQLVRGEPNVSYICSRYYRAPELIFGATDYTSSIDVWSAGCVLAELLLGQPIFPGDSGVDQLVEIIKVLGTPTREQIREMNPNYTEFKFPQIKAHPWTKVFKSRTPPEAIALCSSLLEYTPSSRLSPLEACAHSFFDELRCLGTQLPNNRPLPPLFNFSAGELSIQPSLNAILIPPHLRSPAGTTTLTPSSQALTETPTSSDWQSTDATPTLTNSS
AI-2 QS mod = modulates the Vibrio harveyi AI-2 quorum sensing system | activity change, % at 7.5 µM | Vibrio harveyi JMH597 AI-2 luminescence/OD600 ratio, 9 h; active compounds read low; strain lacks LuxN and CqsS sensors; 0 = neutral-control median | actives 0.4% (n = 300,000); in the data active means activity change below about -75%, passing the limit was not always enough; inconclusive means no clear call, values can overlap the other calls;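 further: luminescence divided by OD600 gain over 9 h not by final OD600 alone; inactives centre near 13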
IEC-6 tox = kills IEC-6 intestinal cells in KLF5 counter-screen | IEC-6 cytotoxicity, luminescence viability | inhibition, % at 5 µM | actives 0.78% (n = 290,000) | AID 1825; in the data active means inhibition above about 22%;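 further: 0% = plate median of test compound wells and 100% = cytotoxic reference compound wells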
HSP90 inh = blocks HSP90-mediated luciferase refolding in reticulocyte lysate | Rabbit reticulocyte lysate, luciferase refolding luminescence, 3 h | AID 1789 | inhibition, % at 5.6 µM | actives 0.91% (n = 290,000);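 active means inhibition above the screen-wide mean plus 3 SD, computed separately per campaign, cut at about 16% in these data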;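 further: 0% = DMSO wells and 100% = 60 µM geldanamycin wells; inhibitors lower the luminescence because luciferase stays unfolded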
HIF act = HIF pathway transcriptional activation. AID 1910. activation, % at 7.5 µM (by protocol). actives 0.32% (n = 300,000). U2OS HRE-luciferase reporter, luminescence; normalized: DMSO 0%, desferrioxamine 100%;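 active means mean activation of at least 10% of the iron chelator positive control signal, with at least half of replicates also reaching 10%; inconclusive means mean and replicate majority disagree about reaching 10%; inactive means mean and most replicates under 10%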
* hit, by the source's call; ? = inconclusive; nt = no result given. Outcome played no part in choosing rows; 4.7% or so of the library scored in one or more.

item	smiles	GSK3beta inhib	HSF-1 act	HSF1 inhib	aSyn 5UTR inh	KLF5 inh	GSK3 alpha inh	AI-2 QS mod	IEC-6 tox	HSP90 inh	HIF act
1	COc1ccc(CN2CCNC(=O)C2CC(=O)NCCCC2CCCC2)c(C)c1C (stereo unspecified)	2	2	-3	-3	-34	1	6	0	-2	-0.1
2	NS(=O)(=O)c1ccc(NC(=O)CCC2CCCCC2)cc1	3	2	6	4	9	0	8	0	0	-0.2
3	CN1CCC(=NNC(=O)C(=O)NC2CCCCC2)CC1	1	6	-6	-4	-21	-2	16	3	5	-0.3
4	O=C(NC1CCCC1)C(=O)c1c[nH]c2ccccc12	2	19	9	-82	-45	-2	-20	0	0	2.1
5	CCC(=O)c1cc(F)ccc1OCC(=O)N1CCN(c2ccc(F)cc2)CC1	0	-44	-26	1	-11	-2	47	-4	-1	-0.5
6	O=C(CN(Cc1ccc(F)cc1)C(=O)CNS(=O)(=O)c1ccccc1)NCC1CCCO1 (stereo unspecified)	-3	26	6	-2	-18	-1	25	4	-3	-0.5
7	Cn1c(SCc2cccnc2)nc2c(c1=O)SCC2	1	7	4	-9	-19	-2	13	5	5	-0.5
8	Cn1nc(CC(=O)N2CCN(c3ccccc3)CC2)c2ccccc2c1=O	7	0	-1	13	16	1	14	11	3	0.8
9	CN(NC1OC(=O)c2ccccc21)c1ncc(Cl)cc1C(F)(F)F (stereo unspecified)	1	66*	37	-29	-15	-6	26	10	2	-1.0
10	Cc1cc(F)ccc1S(=O)(=O)NCC(c1cccnc1)N1CCc2ccccc21 (stereo unspecified)	1	10	13	-14	0	-2	29	8	-2	-0.5
11	FC(F)(F)c1cc(-c2ccccc2)nc(N2CCCCC2)n1	-1	-3	-2	22	4	-2	15	-1	0	0.4
12	O=C(COCc1cc(-c2ccc3c(c2)OCO3)on1)N1CCN(c2ccccc2)CC1	2	21	-1	4	-10	-3	29	0	0	0.0
13	CCOC(=O)C(C#N)=C1CCN(Cc2ccccc2)CC1	-1	-2	7	-12	-19	-1	13	-2	-2	-0.2
14	O=C(Cn1nnc(-c2cccs2)n1)N1c2ccccc2Sc2ccc(C(F)(F)F)cc21	-3	1	-7	-1	-32	3	41	0	3	0.3
15	CC(=O)c1cccc(NC(=O)CC2SC(N3CCCCC3)=NC2=O)c1 (stereo unspecified)	2	-7	-1	12	6	-1	21	6	2	-0.1
16	CC(=O)Nc1ccc(NC(=O)Cn2cnc3c(nnn3Cc3ccc(F)cc3)c2=O)cc1	5	-14	11	22	-15	-2	8	-4	-2	0.1
17	Cc1ccc(S(=O)(=O)C2(C(=O)Nc3ccc4c(c3)OCO4)CC2)cc1	2	1	-1	6	-22	-3	3	4	-2	-0.1
18	CCCCn1c(N)c(N(CCC(C)C)C(=O)c2cc(-c3ccco3)nc3ccccc23)c(=O)[nH]c1=O	-3	11	3	-6	-17	0	30	3	1	-0.2
19	O=C(CCc1ccccc1)Nc1nccs1	4	10	2	-39	-62	0	4	4	3	-0.3
20	COCCn1c(SCC(=O)Nc2ccc(Cl)cn2)nnc1-c1ccncc1	-16	nt	nt	nt	2	23	17	-5	-4	nt
21	CCOCCCNC(=S)N1CCN(Cc2ccc3c(c2)OCO3)CC1	0	-2	-6	-10	-46	-2	20	-3	1	1.3
22	CN(C)N=Nc1nc2c(c(=O)n(C)c(=O)n2C)n1CC1CO1 (stereo unspecified)	0	20	-2	33	-7	-1	20	12	3	-0.9
23	O=C(O)c1cccc(NC(=S)NC(=O)c2cccc(OCc3ccccc3)c2)c1	5	-6	-15	-47	-36	-5	30	-1	-5	1.7
24	COc1ccc2sc(N(CCN(C)C)C(=O)/C=C/c3cccs3)nc2c1	-3	?	30	-20	-11	2	-1	1	-2	0.0
25	CCC1C(=O)Nc2ccccc2N1C(=O)c1ccc(Cl)nc1 (stereo unspecified)	2	2	6	9	-11	-42	11	-3	-4	-0.1
26	CC1(C)CC(=O)C(Sc2nnc(-c3ccc(NS(C)(=O)=O)cc3)n2Cc2ccco2)C(=O)C1	nt	nt	nt	nt	-11	-1	nt	-4	-3	nt
27	OC(c1nnc(-c2ccccc2)o1)c1cccs1 (stereo unspecified)	3	14	1	-91	-79	0	9	-3	-6	-0.1
28	CC(C)(C)SC(=O)CC1NS(=O)(=O)OCC1NC(=O)OCC(Cl)(Cl)Cl (stereo unspecified)	0	18	2	0	2	0	0	5	-1	-0.3
29	O=C(O)c1nn(CC(=O)N2CCCCCC2)c(=O)c2ccccc12	0	-16	-8	-8	-10	15	13	1	2	-0.9
30	Clc1ccc(OCCn2cnc(Cl)c2Cl)cc1	-2	-8	0	-37	-21	-1	-84*	-8	10	-0.2
31	Cc1ccc(N2C(=O)C(CN3CCOCC3)C2c2ccccc2)cc1 (stereo unspecified)	0	4	2	1	-6	-3	6	-3	1	-0.3
32	Cc1ccc(N=Nc2c(O)ccc3n[nH]nc23)cc1	-8	39	13	-196	-156	40	10	3	1	-28
33	COc1ccc(S(=O)(=O)NCC2CCCN(C(=O)CC3CCCC3)C2)cc1 (stereo unspecified)	0	4	-1	6	-10	0	12	-5	-2	1.2
34	Cc1ccc(S(=O)(=O)Nc2cc(-c3nn(C)c(=O)c4ccccc34)ccc2N2CCOCC2)cc1	3	38	6	78*	-24	-3	26	-2	-1	0.5
35	CCOC(=O)c1c(C)noc1CP(=O)(c1ccccc1)c1ccccc1	0	-5	-4	-13	-8	-1	17	2	0	-24
36	Cc1noc(NS(=O)(=O)c2ccc(NC(=O)c3ccc(N4C(=O)c5ccccc5C4=O)cc3)cc2)c1C	-2	9	-5	8	6	-1	10	-3	-2	-0.3
37	Cc1ccc(S(=O)(=O)NCCCCCC(=O)Nc2cccc(C)c2)cc1	2	-25	-13	-1	-11	0	4	2	1	-34
38	Cc1sc2nc3ccc(N4CCCCC4)nn3c(=O)c2c1C	1	44	29	-181	-32	12	22	3	2	2.7
39	Cc1cc(C)n2nc(SCc3nnc(-c4cccs4)o3)nc2n1	1	-8	1	26	1	-2	-2	-3	2	-0.3
40	COc1ccc(C(=O)NCC(=O)OCc2ccc(Br)cc2)cc1	1	8	-1	4	-13	0	18	-6	-2	-0.2
41	CCN(CC)S(=O)(=O)c1ccc(OC(C)C)nc1	0	-14	-10	22	-12	0	10	5	5	-0.4
42	Cc1ccccc1NC(=S)N(CCCN1CCOCC1)Cc1cccs1	-3	-6	3	-4	-8	-2	12	-3	8	0.0
43	COc1ccc(Cl)cc1Nc1nc(C)nc2c1nnn2Cc1ccccc1	4	26	2	14	-10	3	13	4	0	-1.2
44	Cc1ccccc1/C(N)=N/O	2	0	-5	12	-43	1	20	-3	3	-0.1
45	Cc1cccc(CCN(CC(=O)NC2CCCCC2)C(=O)c2csnn2)c1	-1	16	3	-4	-7	-1	18	-3	-2	0.0
46	Cc1ccccc1NC(=O)C1(NC(=O)c2cccc(N3C(=O)CSC3c3ccccc3)c2)CCCCC1 (stereo unspecified)	2	9	18	34	-24	-3	19	3	0	-0.4
47	CC(C)(C)n1nnnc1C(c1cccnc1)N1CCN(c2cccc(C(F)(F)F)c2)CC1 (stereo unspecified)	-1	nt	nt	-11	-27	-1	2	0	2	-0.4
48	Cc1ccc2[nH]c(=O)c(CN(Cc3cccs3)C(=S)NCC3CCCO3)cc2c1 (stereo unspecified)	0	-52	-35	26	-10	0	15	2	-3	-0.1
49	CCOc1ccc(CCNC(=O)COC(=O)c2cc(=O)[nH]c3ccccc23)cc1OCC	0	-22	-3	12	nt	-3	8	nt	nt	-0.5
50	CC1CCCCC1NC(=O)CCn1c(=O)sc2ccccc21 (stereo unspecified)	-1	2	-1	-3	-18	-2	7	-9	-3	-0.1

(list continues)
item	smiles	GSK3beta inhib	HSF-1 act	HSF1 inhib	aSyn 5UTR inh	KLF5 inh	GSK3 alpha inh	AI-2 QS mod	IEC-6 tox	HSP90 inh	HIF act
51	CN(Cc1ccccc1)C(=O)COC(=O)C1CCN(S(=O)(=O)c2cccs2)CC1	0	23	1	4	-6	-1	6	-3	1	0.0
52	O=C1c2ccccc2C(=O)N1CCOc1cccc(Br)c1	0	?	32	-71	-48	-1	16	1	-4	2.6
53	Cc1cc(-c2ccccc2)[nH]c(=O)c1S(=O)(=O)c1ccc(Cl)cc1	2	-24	-8	1	-2	-3	1	-1	1	-0.8
54	COc1ccc(NC(=O)NC2(C(=O)N3CCCC(C)C3)CCCCC2)cc1 (stereo unspecified)	-2	-12	0	3	-2	-1	17	-5	-5	-0.3
55	COc1ccc(CNC(=O)C2CCCN2C(=O)NCc2ccccc2)cc1 (stereo unspecified)	-4	-12	0	-6	-2	nt	0	5	3	1.5
56	COc1cc(OC)cc(-c2nnc(Sc3ccc(C=O)cc3[N+](=O)[O-])o2)c1	1	142*	88	-26	19	1	10	2	3	-0.4
57	CC(=O)/C(C(=N)N1CCN(C(c2ccccc2)c2ccccc2)CC1)=C(\C)O	-4	-11	0	-8	-17	0	5	5	4	0.6
58	COc1ccccc1NC(=O)CC(NC1CCCCC1)C(=O)O (stereo unspecified)	-5	-12	1	-7	-1	-1	32	-2	2	-0.4

Assay outcomes as filed in PubChem.
